From PubChem BioAssay
STK33 inh: inhibitors of human STK33 kinase; AID 2661; Q9BYT3; 320,000 compounds, 0.073% hits; inhibition, % at 10 µM; purified STK33, MBP phosphorylation, ADP-Glo luminescence;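 active = inhibition at or above 25%, using the most active replicate where run in duplicate; inactive = inhibition below 25%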
Target sequence (Q9BYT3 whole entry, looked up): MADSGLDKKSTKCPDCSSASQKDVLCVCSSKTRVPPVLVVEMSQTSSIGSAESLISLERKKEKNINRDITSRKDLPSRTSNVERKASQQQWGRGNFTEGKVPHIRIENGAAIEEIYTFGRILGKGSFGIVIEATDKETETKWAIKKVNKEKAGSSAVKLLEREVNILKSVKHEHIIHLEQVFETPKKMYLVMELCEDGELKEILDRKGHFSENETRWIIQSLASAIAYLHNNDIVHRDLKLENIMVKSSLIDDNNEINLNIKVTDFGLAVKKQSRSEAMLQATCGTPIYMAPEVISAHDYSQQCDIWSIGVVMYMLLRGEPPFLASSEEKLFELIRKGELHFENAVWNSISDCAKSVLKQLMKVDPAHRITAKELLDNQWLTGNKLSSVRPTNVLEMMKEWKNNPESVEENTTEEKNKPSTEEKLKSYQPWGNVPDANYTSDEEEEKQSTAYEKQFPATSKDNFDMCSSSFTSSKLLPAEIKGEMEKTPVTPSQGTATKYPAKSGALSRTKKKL
OX1R FRET antag: antagonists of human orexin 1 receptor (OX1R). O43613. OX1R-expressing cells, FRET antagonist read-out. inhibition, % at 6.6 µM. 330,000 compounds, 1.8% hits. AID 485270; in the data active = inhibition mostly above about 38%, no sharp cut-off; inactive = mostly below about 40%;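 note: 0% = agonist challenge alone and 100% = reference antagonist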
Target sequence (O43613 whole entry, looked up): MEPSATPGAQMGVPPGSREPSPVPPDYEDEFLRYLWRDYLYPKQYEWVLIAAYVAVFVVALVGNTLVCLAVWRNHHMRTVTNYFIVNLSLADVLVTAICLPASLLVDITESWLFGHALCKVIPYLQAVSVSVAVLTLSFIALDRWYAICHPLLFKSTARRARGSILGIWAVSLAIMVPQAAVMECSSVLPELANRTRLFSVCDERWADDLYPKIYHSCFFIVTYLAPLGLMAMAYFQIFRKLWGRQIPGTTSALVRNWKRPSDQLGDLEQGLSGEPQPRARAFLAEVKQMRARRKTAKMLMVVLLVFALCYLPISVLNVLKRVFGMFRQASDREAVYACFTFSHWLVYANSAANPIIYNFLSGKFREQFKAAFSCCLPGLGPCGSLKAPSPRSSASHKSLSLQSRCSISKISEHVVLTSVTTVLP
KCNQ2 block: KCNQ2 channel blockers in CHO-K1 cells – cell-based, FluxOR thallium flux, B-score, primary screen (AID 2156); O88943; 20 min; stronger effect = lower value; B-score at 10 µM; 310,000 compounds, 1.1% hits;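 active = fluorescence ratio B-score at most minus 3 library SDs, with starting brightness B-score within 2 library SDs, cut at about -5.5 in these data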
Numbers without * were called inactive; i = inactive; . = no result given.

Values in the order: STK33 inh	OX1R FRET antag	KCNQ2 block
1: Cc1ccc(N2C(=O)N3[C@H](c4ccc(F)cc4)[C@@H]4C(=O)N(C5CCCCC5)C(=O)[C@@H]4[C@]3(Cc3ccccc3)C2=O)cc1
    -0.2	2	i
2: COc1ccc(NS(=O)(=O)c2cccc(C(=O)NNC(=O)c3ccc(O)c(Cl)c3)c2)cc1
    -1.1	-6	.
3: O=C(CSc1nc2ccccc2c(=O)n1-c1ccccc1)N1CCCC1
    -0.9	18	i
4: O=c1ccc(-c2nc3ccccc3n2Cc2ccccc2Cl)c[nH]1
    1.6	19	i
5: COc1ccc(-c2c(C#N)c(N)nc3c2c(=O)n(C)c(=O)n3C)cc1
    -1.9	2	i
6: COC(=O)CCCCCc1ccc(C(C)=O)s1
    -0.1	4	i
7: COc1ccc(-c2cn[nH]c2N)c(OC)c1
    2.2	3	i
8: O=S(=O)(c1ccc(Br)cc1)N1CCN(c2ccccc2)CC1
    -0.4	2	i
9: COc1ccc(-c2ccc(CCC(=O)O)n2Cc2ccco2)cc1
    -2.2	18	i
10: COc1ccc(CC(=O)Nc2ccc(-c3cn4ccccc4n3)cc2)cc1OC
    -0.4	38	i
11: O=C(Nc1ccc(F)cc1F)c1cc2n(n1)C(C(F)(F)F)C1CCCCC1N2 (stereo not given)
    0.5	14	i
12: COc1ccc2c(c1)oc(=O)c1cc(OC)ccc12
    0.7	25	i
13: CC(=O)COC(=O)CCc1nc2ccccc2[nH]c1=O
    -1.8	12	i
14: Cc1ccc(N2C(=S)NC3c4ccccc4OC2(C)C3C(=O)N(C)C)cc1 (stereo not given)
    0.7	-1	i
15: C=CCOc1ccc(CN(C)c2ccc(S(=O)(=O)N3CCN(C)CC3)cc2[N+](=O)[O-])cc1
    -1.2	1	.
16: COc1ccccc1CNS(=O)(=O)c1ccc(Br)s1
    -0.9	29	i
17: COc1cccc(OC)c1C(=O)NC(=S)Nc1ccc2oc(-c3ccncc3)nc2c1
    4.7	26	i
18: O=C1/C(=C/c2cccs2)NC(=S)N1C1CC1
    3.1	14	i
19: COc1cc(NC(=O)CSc2ccc(-c3cccnc3)nn2)cc(OC)c1
    -1.6	21	i
20: CC(C)[N+]1(C)[C@@H]2CC[C@@H]1CC(OC(=O)C(CO)c1ccccc1)C2 (stereo not given in full)
    0.6	11	.
21: CC(=O)c1c(C)[nH]c(C(=O)NC2CCSc3ccccc32)c1C (stereo not given)
    0.6	10	i
22: CCCn1nc(NC(=O)C2CCCO2)c2cc3cc(C)ccc3nc21 (stereo not given)
    2.0	21	i
23: O=C(COc1ccc(Br)cc1Cl)NC(=O)NCc1ccccc1
    -1.7	-6	i
24: CCN1CCCC1CNC(=O)c1cc(N)ccc1OC (stereo not given)
    -1.2	23	i
25: CSCC[C@H](NC(=O)NCc1ccccc1F)C(=O)O
    0.1	7	i
26: O=C1NC(=S)S/C1=C\c1ccc2ccccc2c1
    0.2	14	i
27: CC(=O)NC(CC(=O)Nc1cc(Cl)ccc1-n1cncn1)c1ccccc1 (stereo not given)
    0.6	10	i
28: CC(C(=O)Nc1ccc2c(c1)OCCO2)N(C)Cc1c(F)cccc1Cl (stereo not given)
    -2.3	22	i
29: COc1cc(NC(=S)NCCO)c(OC)cc1Cl
    -0.2	13	i
30: Cc1cccc(N(CC(=O)NCCSc2ccccn2)S(=O)(=O)c2ccccc2)c1
    -0.8	57	i
31: CCOC(=O)c1[nH]c(C)c(/C(O)=C2\C(=O)C(=O)N(CCN(C)C)C2c2ccc(C)o2)c1C (stereo not given)
    -1.3	13	i
32: CC(C)C[C@H](NC(=O)NCc1ccccc1Cl)C(=O)O
    -1.9	8	i
33: O=C(c1cc(-c2cccc(Cl)c2)on1)N1CCN(c2ccc(F)cc2)CC1
    0.5	12	i
34: Cc1noc(C)c1CCC(=O)NC1CCCN(Cc2ccc(CC(C)C)cc2)C1 (stereo not given)
    -0.5	-1	i
35: COc1cccc(C(=O)c2c(C)c(CCC#N)n3ccccc23)c1OC
    -0.4	12	i
36: CN(CC(=O)Nc1ccc(Cl)c(C(F)(F)F)c1)C(=O)/C=C/c1ccco1
    -2.0	22	i
37: CSCCC(NS(=O)(=O)c1ccc2c(c1)OCCO2)C(=O)N(C)Cc1ccc(F)cc1 (stereo not given)
    -0.2	22	i
38: CCC(=O)OC1(C(=O)CCl)[C@@H](C)C[C@H]2[C@@H]3CCC4=CC(=O)C=C[C@]4(C)[C@@]3(F)[C@@H](O)C[C@@]21C (stereo not given in full)
    -1.7	11	.
39: CCOC(=O)C1=C(N)Oc2cc(C)oc(=O)c2C1c1cccnc1 (stereo not given)
    0.1	11	i
40: COc1cc(S(=O)(=O)N(Cc2ccc(C)cc2)C2CCCCC2)ccc1-n1cnnn1
    -1.4	35	i
41: CCCCN(C)S(=O)(=O)c1ccc(C(=O)Nc2nnc(-c3ccco3)o2)cc1
    -1.0	10	i
42: CCOCCCNC(=O)c1ccccc1SC
    0.0	15	i
43: CC(C)c1cc(NCCCN2CCOCC2)n2c(nc3ccccc32)c1C#N
    0.7	15	i
44: CCOc1ccc(CCNC(=O)CN2CCN(Cc3ccccc3C)C2=O)cc1OCC
    .	13	i
45: CC(C)(C)CC(=O)NCCCCCCNC(=O)CC(C)(C)C
    0.3	9	i
46: CNc1nc(SCC(=O)Nc2ccc(Cl)c(Cl)c2)nc(N2CCOCC2)n1
    0.1	8	i
47: CN(C(=O)COC(=O)c1cc2ccccc2cc1O)c1ccccc1
    0.8	12	.
48: Fc1ccc(CSc2ncnc3nc[nH]c23)cc1
    -0.9	12	i
49: O=C1c2ccccc2C2=Nc3ccccc3SC(c3ccc(Cl)cc3)C12 (stereo not given)
    -3.8	32	i
50: CC(=O)c1cccc(NC(=O)/C=C/c2ccc(S(=O)(=O)N3CCOCC3)cc2)c1
    6.9	6	.
51: C/C(=C/c1oc2ccc(O)cc2c1[N+](=O)[O-])N(C)C
    0.4	15	i
52: C[C@H](CO)N1C[C@H](C)[C@@H](CN(C)C(=O)Nc2ccc(C(F)(F)F)cc2)Oc2ccc(NC(=O)Cc3ccccc3)cc2C1=O
    0.1	2	.
53: Cc1ccc(NS(=O)(=O)c2cccc3cccnc23)c(Cl)c1
    0.4	19	i
54: COc1ccc(N(CC(=O)N/N=C(\C)c2ccccc2)S(=O)(=O)c2ccccc2)cc1
    -1.7	4	i
55: Cc1ccc(NC(=O)CSc2ccc(-c3ccco3)nn2)c(C)c1
    1.8	21	i
56: O=C(NCc1c(Cl)cccc1Cl)c1ccc2nnsc2c1
    -0.1	11	i
57: Cc1cc2occ(CC(=O)OCC(=O)Nc3sc4c(c3C#N)CCC(C)C4)c2cc1C (stereo not given)
    -1.2	11	i
58: CC(=O)c1cccc(NC(=O)NN2CCN(C)CC2)c1
    0.0	-7	i
59: Cc1c(Cl)cccc1NC(=S)NCC(c1cccnc1)N(C)C (stereo not given)
    .	3	i
60: COc1ccccc1OCCCCN1CCCCC1
    -1.8	11	i

Gathered by group, the entries above with a furan ring, fused or not (7)
Values in the order: STK33 inh	OX1R FRET antag	KCNQ2 block
9: COc1ccc(-c2ccc(CCC(=O)O)n2Cc2ccco2)cc1
    -2.2	18	i
31: CCOC(=O)c1[nH]c(C)c(/C(O)=C2\C(=O)C(=O)N(CCN(C)C)C2c2ccc(C)o2)c1C (stereo not given)
    -1.3	13	i
36: CN(CC(=O)Nc1ccc(Cl)c(C(F)(F)F)c1)C(=O)/C=C/c1ccco1
    -2.0	22	i
41: CCCCN(C)S(=O)(=O)c1ccc(C(=O)Nc2nnc(-c3ccco3)o2)cc1
    -1.0	10	i
51: C/C(=C/c1oc2ccc(O)cc2c1[N+](=O)[O-])N(C)C
    0.4	15	i
55: Cc1ccc(NC(=O)CSc2ccc(-c3ccco3)nn2)c(C)c1
    1.8	21	i
57: Cc1cc2occ(CC(=O)OCC(=O)Nc3sc4c(c3C#N)CCC(C)C4)c2cc1C (stereo not given)
    -1.2	11	i

The results go on:
Values in the order: STK33 inh	OX1R FRET antag	KCNQ2 block
61: CC(C)(C)NCCOc1ccc2ccccc2c1
    0.4	23	i
62: O=C(COc1ncnc2sccc12)Nc1cccc(S(=O)(=O)N2CCCC2)c1
    -0.4	11	i
63: CC1=NN(c2ccccc2)C(=O)/C1=C/c1cccs1
    0.6	12	i
64: Cc1ccc(NC(N)=S)cc1C
    -1.1	3	i
65: Cc1cc(C)nc(NS(=O)(=O)c2ccc(NC(=O)c3cc4c(=O)n5cccc(C)c5nc4n3C)cc2)n1
    -1.7	2	i
66: Cc1c(C(=O)OCC(=O)NCc2ccco2)oc2ccccc12
    -0.5	4	.
67: CC(C(=O)OCC(=O)N1CCCCC1)N1C(=O)c2ccccc2C1=O (stereo not given)
    -2.7	6	.
68: Cc1ccc(NC(=O)CCC(=O)OCC(=O)c2ccc(Oc3ccc([N+](=O)[O-])cc3)cc2)cc1C
    -1.1	28	i
69: COc1ccccc1N(C)S(=O)(=O)c1ccc(C(=O)OCC(=O)N(C)c2ccccc2)cc1
    2.2	9	i
70: COC(=O)c1ccccc1NC(=O)c1ccc(COc2cc(C)cc(C)c2)o1
    1.9	10	-6.4*
71: C=CCn1c(-c2csc3c2CCC(C)C3)n[nH]c1=S (stereo not given)
    -3.2	22	i
72: Cn1c(=O)n(C)c2cc(/C=N/NC(=O)c3ccc(Cl)cc3Cl)ccc21
    0.1	21	i
73: CSCC[C@H](NC(=O)OC(C)(C)C)C(=O)N/N=C/c1cc2ccc(C)cc2nc1Cl
    -0.1	10	i
74: CCOc1cc(CNc2ccc(S(N)(=O)=O)cc2)cc(Cl)c1OC
    -0.9	13	i
75: CCOC(=O)Cc1csc(NC(=O)/C=C\c2ccccc2Cl)n1
    -1.9	37	i
76: Cc1sc2nc(C(C)C)nc(SCC(=O)N3CCOCC3)c2c1C
    -0.8	9	i
77: CCOC(=O)c1sc2nc(CC(=O)OC)nc(NCC(=O)OC)c2c1C
    -0.1	19	i
78: CC(C)(C)n1nnnc1C(c1cccs1)N1CCCc2ccccc21 (stereo not given)
    3.8	9	i
79: COc1ccc(S(=O)(=O)NC(C)C)cc1C(=O)N1CCOCC1
    -0.9	14	i
80: CCCCNC(=O)C1CCN(Cc2ccc(OCc3ccccc3)c(OC)c2)CC1
    1.0	13	i
81: COC(=O)c1ccc(C(=O)Nc2ccc(F)cc2)cc1
    3.2	16	.
82: Cc1ccc(S(=O)(=O)CCC(=O)OCC(=O)c2c[nH]c3ccccc23)cc1
    0.7	31	i
83: O=[N+]([O-])c1ccccc1S(=O)(=O)Nc1ccc(S(=O)(=O)Nc2nccs2)cc1
    0.2	-3	i
84: CC(Cc1c[nH]c2ccccc12)C(=O)N1CCN(c2ccccc2F)CC1 (stereo not given)
    -0.3	12	i
85: CCCn1c(-c2nonc2N)nc2ccccc21
    0.3	14	i
86: Cc1c(C(=O)NCCC2=CCCCC2)cccc1[N+](=O)[O-]
    -2.1	36	i
87: CCN(CC)C(=S)SCC(=O)Nc1nc(-c2ccccc2)c(-c2ccccc2)o1
    -1.3	30	i
88: Cc1cccc(N2C(=O)CCC2=O)c1
    -1.4	13	i
89: CC(C)=CCN1CCN(Cc2coc3ccc(C)cc3c2=O)CC1CCO (stereo not given)
    0.6	5	i
90: CCOc1ccc(OCCCN(C)C)cc1
    -0.4	20	i
91: COc1ccc(NC(=O)CC2C(=O)NC3CCCCC3N2C(=O)c2ccc(F)cc2)cc1 (stereo not given)
    0.3	14	i
92: CCCCOc1ccc(CSC(=N)N)cc1[N+](=O)[O-]
    -1.2	15	i
93: CCOC(=O)C1=C(CC)OC(N)=C(C#N)C1c1ccsc1 (stereo not given)
    0.1	12	i
94: O=C(NCc1cnn(-c2ccccc2)c1)C1CCC(=O)N(C2CC2)C1 (stereo not given)
    0.0	20	i
95: O=C(Cn1ncc2c3ccccc3n(Cc3ccccc3)c2c1=O)NC1CCCC1
    0.4	11	i
96: CC(=O)c1ccc(NC(=O)CSC2=NS(=O)(=O)c3cc(Cl)ccc3N2)cc1
    .	24	i
97: CC(C)NC(=O)c1nc2ccccc2s1
    0.5	11	i
98: Cc1ccc(NC2=C(Cl)C(=O)OC2OC(=O)c2ccc(C)cc2)cc1 (stereo not given)
    0.1	22	i
99: O=C(Nc1cc(Cl)ccc1Oc1ccccc1)C1=COCCO1
    -1.0	19	i
100: O=C(CN1CCN(Cc2ccccc2)CC1)Nc1ccc(F)c(F)c1
    -0.9	.	i
101: O=C(N/C(=C/c1ccc([N+](=O)[O-])cc1)C(=O)N1CCCC1)c1ccccc1
    -0.2	12	i
102: COc1ccc(O)c(/C=N/Nc2nc(C)cc(-c3ccccc3)n2)c1
    -1.3	30	i
103: Brc1ccc(/C=N/Nc2nc3ccccc3o2)cc1
    0.9	17	i

Some of the entries above, reformatted:
| no. | SMILES | STK33 inh | OX1R FRET antag | KCNQ2 block |
| --- | --- | --- | --- | --- |
| 96 | CC(=O)c1ccc(NC(=O)CSC2=NS(=O)(=O)c3cc(Cl)ccc3N2)cc1 | . | 24 | i |
| 99 | O=C(Nc1cc(Cl)ccc1Oc1ccccc1)C1=COCCO1 | -1.0 | 19 | i |

Marked active in KCNQ2 block (from the list above):
Values in the order: STK33 inh	OX1R FRET antag	KCNQ2 block
70: COC(=O)c1ccccc1NC(=O)c1ccc(COc2cc(C)cc(C)c2)o1
    1.9	10	-6.4*
